DUSP3 inh = VHR1 phosphatase inhibitors, primary screen, biochemical, colorimetric, HTS; hit rate 0.7% among 50,000; inhibition, % at 20 µM; Dual specificity protein phosphatase 3 (Homo sapiens), P51452; recombinant VHR phosphatase, colorimetric substrate read-out; AID 1992, 2009; in the data active = inhibition above about 60%; also: some results filed as inactive read as strong as hits
Target sequence (P51452 whole entry, looked up): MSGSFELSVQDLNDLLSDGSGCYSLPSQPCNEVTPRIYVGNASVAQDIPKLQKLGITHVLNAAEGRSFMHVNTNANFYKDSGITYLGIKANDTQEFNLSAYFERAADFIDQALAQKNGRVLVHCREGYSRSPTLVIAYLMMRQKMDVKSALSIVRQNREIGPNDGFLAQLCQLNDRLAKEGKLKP
An asterisk follows results filed as active. The list is partial, so the mix of outcomes need not match the whole.

smiles	DUSP3 inh
Cc1ccc2nsnc2c1NC(=O)c1cc(Br)ccc1Cl	-3
CC(=O)Nc1ccc(NC(=O)N2CCOCC2)cc1	11
COc1ccc(OC)c(NC2=NS(=O)(=O)c3cc([N+](=O)[O-])ccc32)c1	-23
O=Cc1cn(Cc2ccccc2Cl)c2ccccc12	-1
CC(=O)NS(=O)(=O)c1ccc(NC(=O)Nc2ccc(Cl)c(Cl)c2)cc1	-13
Cc1c(NC(=O)c2cc3ccccc3o2)cccc1-c1nc2ncccc2o1	-34
Cc1cc(C)c(C)c(OCCCN2CCCC2)c1	1
COc1ccc(C2/C(=C(/O)c3ccccc3)C(=O)C(=O)N2CC2CCCO2)cc1OC (centres undefined)	18
CN(C)/C=N/S(=O)(=O)c1ccccc1	-20
COc1ccc(Cl)cc1NC(=O)C1=C(C)NC(=S)NC1c1cccc([N+](=O)[O-])c1 (centres undefined)	-17
CC1(C)CC(=O)C2=C(C1)OC1=C(C(=O)CC(C)(C)C1)C2c1ccccc1OCC(=O)O	-24
CCc1cccc2c1=NC(=O)C=2c1sc(=S)[nH]c1O	5
CC1(C)CC(NC(=O)C(=O)NCCc2ccc(Cl)cc2)CC(C)(C)N1	-43
COc1ccc(O)c(CN2CCN(Cc3ccccc3OC)CC2)c1	-1
CCN(CC)c1ccc(/C=N/NC(=O)CSc2nc3ccccc3n2Cc2ccccc2)c(O)c1	5
CC(Cc1ccccc1)NC(=O)CN1CCCC1=O (centres undefined)	-18
CCOc1ccc(/C=N/NC(=O)C(=O)N(CC)CC)cc1	-24
O=C(CCCN1C(=O)c2cccc3cccc(c23)C1=O)OCC(=O)c1ccc(F)cc1	-19
COc1cc(C(O)c2nccn2C)ccc1OCc1ccccc1 (centres undefined)	-9
COc1ccc(C(=O)N/N=C/c2ccc(N3CCOCC3)o2)cc1OC	-1
c1cncc(CNc2cccc(-c3nc4ccccc4s3)c2)c1	-5
O=C1C=C(c2cccc([N+](=O)[O-])c2)C(=O)N1c1ccc(Cl)c(Cl)c1	20
NC(=O)C1CCN(S(=O)(=O)c2ccc(Cl)cc2)CC1	-2
N/C(=N\OC(=O)Cc1ccc(Cl)cc1)c1ccccc1	-6
COc1ccc(N(CC(=O)Nc2ccc(Br)cc2)S(=O)(=O)c2ccccc2)cc1Cl	-5
Clc1ccc(CNCCc2ccc3c(c2)OCO3)cc1	-3
COc1ccc(CNCc2ccncc2)cc1OC	-10
COC(=O)CCN1C(=O)/C(=C/c2cccc(OCc3ccccc3)c2)SC1=S	-4
O=C1C(=O)N(C2CCCCC2)C(=O)N1c1ccc(Cl)cc1	-10
CCCOc1ccc(N2C(=O)CC(NCc3ccc(C(=O)O)cc3)C2=O)cc1 (centres undefined)	22
Cc1ccc(C(=O)Oc2ccc(C(=S)N3CCOCC3)cc2)cc1	23
O=C(NCc1cccs1)C(=O)Nc1cccc(C(F)(F)F)c1	-16
N#Cc1nc(-c2ccc([N+](=O)[O-])cc2)oc1NCc1ccccc1	-16
COc1ccc(NC(=O)C/C(C)=N/NC(=O)c2cnccn2)cc1	-6
O=C1NC(=S)N/C1=C\c1ccc(Oc2ccc([N+](=O)[O-])cn2)cc1	-20
COc1ccc2oc(/C=C/N(C)C)c(C(=O)c3ccccc3)c2c1	42
CCOc1ccc(C(=O)Nc2cc(-c3nc4ccccc4s3)ccc2C)cc1Cl	6
COc1ccc(-n2[nH]c(C)cc2=O)cc1	14
Cc1onc(-c2ccccc2)c1C(=O)Nc1ccc(I)cc1	-56
Cc1ccc(OCc2nc(-c3cccc([N+](=O)[O-])c3)no2)c(Br)c1	-12

A second format for some results above:
CCCOc1ccc(N2C(=O)CC(NCc3ccc(C(=O)O)cc3)C2=O)cc1 (centres undefined)
  DUSP3 inh: 22

Cc1ccc(C(=O)Oc2ccc(C(=S)N3CCOCC3)cc2)cc1
  DUSP3 inh: 23

Looked up one by one from the entries so far, 3 records:
smiles	DUSP3 inh
COc1ccc(N(CC(=O)Nc2ccc(Br)cc2)S(=O)(=O)c2ccccc2)cc1Cl	-5
c1cncc(CNc2cccc(-c3nc4ccccc4s3)c2)c1	-5
Cc1ccc(OCc2nc(-c3cccc([N+](=O)[O-])c3)no2)c(Br)c1	-12

Further structures follow.
smiles	DUSP3 inh
CCOC(=O)c1ccc(N2NC(=O)/C(=C/c3ccc(OC)c(Br)c3)C2=O)cc1	-7
O=C(O)CNC(=O)/C(=C\c1cccnc1)NC(=O)c1ccccc1	-3
O=Cc1ccc(OC(=O)c2cccnc2)cc1	4
CC1CCCN(C(=O)Nc2ccc(F)cc2)C1 (centres undefined)	-18
CC1CN(c2ccc([N+](=O)[O-])cc2)CCN1 (centres undefined)	-44
S=C(NCc1ccccc1)NC1CC2CCC1C2 (centres undefined)	7
Nc1nc2n(n1)C(C(F)(F)F)CC(c1ccco1)N2 (centres undefined)	-6
c1ccc(-c2nc(-c3ccccn3)no2)cc1	6
CCCCN=C(CCC)C1=C(O)CC(C)(C)CC1=O	15
O=C(c1cccc(F)c1)N1CCN(c2ccc(Cl)cc2)CC1	-9
O=C1c2cccc3cccc(c23)C(=O)N1Oc1ccc([N+](=O)[O-])cc1[N+](=O)[O-]	-10
O=C(Nc1ncc(Cc2ccc(Cl)cc2)s1)c1ccccc1Cl	-15
COc1ccc(C=Nc2ccccc2C(N)=O)c2ccccc12	-14
O=C(COc1ccc(Cl)cc1)N1CCN(C(=O)c2cccnc2)CC1	3
Clc1cccc(Cc2cnc(Nc3ccccn3)s2)c1Cl	-2
Cc1cccc(C)c1OCC(=O)NCc1ccccc1	-16
O=C(NC(c1ccccc1)c1ccccc1)c1ccc(Cl)c([N+](=O)[O-])c1	-10
CC(=O)N1c2ccccc2CCc2ccc(N)cc21	25
CCCOC(=O)c1cccc(NC(=O)COc2ccc(C)cc2Br)c1	22
O=C(O)/C=C/c1c(F)c(F)c(F)c(F)c1F	3
COc1cc2c(cc1OC)C(c1ccc([N+](=O)[O-])cc1)=NC(C)(C)C2	-14
O=C(O)CCC(=O)N1N=C(c2c(-c3ccccc3)c3cc(Cl)ccc3[nH]c2=O)CC1c1cccc([N+](=O)[O-])c1 (centres undefined)	-13
Cc1cc(C)nc(NC(=O)C2C3C=CC(C3)C2C(=O)O)c1 (centres undefined)	-5
CCOC(=O)C1=C(C)N=C2SCCN2C1c1ccccc1 (centres undefined)	-50
Cc1ccnc(NS(=O)(=O)c2ccc(NC(=O)C3CC=CCC3C(=O)O)cc2)n1 (centres undefined)	-6
COc1cc(NC(=O)c2ccccc2OC)ccc1NC(=O)c1ccco1	-5
CCOC(=O)NC(NC(=O)OCC)c1cccc([N+](=O)[O-])c1	-18
COc1ccc(Cc2noc(-c3ccc(Br)cc3)n2)cc1	-1
COc1ccc(CN2CCN(C(=O)c3cccc(Cl)c3)CC2)c(OC)c1	-15
COc1ccc(/C=c2\sc3nc(-c4ccc(Cl)cc4Cl)nn3c2=O)cc1	-5
N#C/C(=C/c1ccc(F)cc1)C(=O)Nc1cccc(Br)c1	2
Cc1ccccc1Nc1nc2nonc2nc1N1CCOCC1	-10
Cc1c(Br)c([N+](=O)[O-])nn1CC(=O)Nc1c(C)n(C)n(-c2ccccc2)c1=O	-25
CCOc1ccc(S(=O)(=O)N(CC(=O)NCc2ccc(OC)cc2)c2ccc(C)cc2)cc1	-29
O=C(N/N=C/C1CC=CCC1)c1ccc([N+](=O)[O-])cc1Cl (centres undefined)	-9
COCCCNC(=O)C(=O)Nc1ccccc1C	-21
CC1=C(C(=O)OCC2CCCO2)C(c2ccccc2)NC(=O)N1 (centres undefined)	-2
[O-]/[N+](=C\c1ccc(F)cc1)c1ccccc1	-49
COc1cc(C2Nc3ccccc3C(=O)N2Cc2ccco2)cc(OC)c1OC (centres undefined)	-4
O=C1C=C(c2ccccc2)CC(c2ccccc2)C1n1nnc2ccccc21 (centres undefined)	-3
CC(=O)c1ccc(NC(=O)c2c(-c3ccccc3)noc2C)cc1	-14
Cc1onc(-c2ccccc2)c1C(=O)N(C)C	0
Cc1ccc(C(=O)N2CCN(c3ccc(Cl)cc3)CC2)cc1	-20
O=C(N/N=C/c1cccnc1)/C(=C\c1cccs1)NC(=O)c1ccccc1	5
c1ccc(-c2nc(NC3CCCCC3)cc(-n3cccn3)n2)cc1	-32
Cn1c(=O)n(C)c2cc(/C=N\NC(N)=S)ccc21	16
Cc1ccc(C(=O)Nc2ccc3nn(-c4ccc(Cl)cc4)nc3c2)cc1[N+](=O)[O-]	11
CCC(=O)NNC(=O)COc1ccc(Cl)cc1	-40
CCOc1cccc(C(=O)Nc2nc(-c3ccc(C)cc3)cs2)c1	8
C=CCOc1ccc(/C=C2/SC(=O)NC2=O)cc1Br	6
COc1cc(NC(=O)COc2cccc(OC)c2)cc(OC)c1	-23
COc1cc(/C=C2/C(=O)NC(=O)N(c3ccccc3)C2=O)ccc1OCC(=O)O	15
COc1cccc(/C=C2/C(=O)ON=C2c2ccccc2)c1OC	-6
COc1ccc(N(CC(=O)NCCc2ccccc2)S(C)(=O)=O)cc1	-24
O=c1cc(-c2ccccc2)[nH]n1-c1nc(-c2ccccc2)cc(-c2ccccc2O)n1	5
COc1ccc(CCNCc2ccccc2[N+](=O)[O-])cc1OC	-4
Cc1ccc2oc(C(=O)Nc3ccc(Cl)cc3Cl)c(C)c2c1	-5
O=C(NCC1(c2ccccc2)CCOCC1)C1COc2ccccc2O1 (centres undefined)	-13
CC(C)CCNC(=O)C(=O)NCC1CCCO1 (centres undefined)	-21
Cn1c2c(c(=O)[nH]c1=O)C(c1ccc(OCc3ccccc3)cc1)C1=C(N2)c2ccccc2C1=O (centres undefined)	-4

Next part, overlapping the part above by 3 compounds.
smiles	DUSP3 inh
O=C(NCC1(c2ccccc2)CCOCC1)C1COc2ccccc2O1 (centres undefined)	-13
CC(C)CCNC(=O)C(=O)NCC1CCCO1 (centres undefined)	-21
Cn1c2c(c(=O)[nH]c1=O)C(c1ccc(OCc3ccccc3)cc1)C1=C(N2)c2ccccc2C1=O (centres undefined)	-4
O=[N+]([O-])c1ccc(S(=O)N(c2ccccn2)C2CCCCC2)cc1 (centres undefined)	0
CCOC(=O)c1c(NC(=O)c2ccc(S(=O)(=O)N3CCCCC3)cc2)sc(C)c1C	1
CCOC(=O)C1=C(C)N=C2c3ccccc3C(=O)C2C1c1ccc(C)cc1 (centres undefined)	100
CCOc1ccc(C(=O)N2CCN(c3ccccc3OC)CC2)cc1	-17
Cc1ccccc1NS(=O)(=O)c1cccc(S(=O)(=O)c2ccc(Cl)cc2)c1	11
O=C(CCc1ccccc1)Nc1ccccc1-c1ccccc1	2
O=C(CN(c1cccc([N+](=O)[O-])c1)S(=O)(=O)c1ccccc1)N1CCN(c2ccccc2)CC1	-7
N/C(=N\S(=O)(=O)Cc1ccccc1)Nc1nc2ccccc2o1	8
CC1=C(C(=O)OCCOc2ccccc2)C(c2ccc(Cl)cc2)C2=C(CC(C)(C)CC2=O)N1 (centres undefined)	0
O=C(NCC1CCCO1)C1CN(S(=O)(=O)c2ccccc2)CCN1S(=O)(=O)c1ccccc1 (centres undefined)	-98
COc1cc(NC(=O)c2cccc(Br)c2)ccc1NC(=O)c1cc2ccccc2o1	-16
COc1ccc(CCC(=O)NCCc2ccc(OC)c(OC)c2)cc1	-8
Cc1cc([N+](=O)[O-])ccc1-c1ccc(C(=O)Nc2ccc3c(c2)oc2ccccc23)o1	7
O=C1CC(C2CCCO2)C(=O)N1c1ccc(Cl)c(Cl)c1 (centres undefined)	4
CCOC(=O)c1c(NC(C)=O)sc2c1CCN(CCc1ccccc1)C2	38
CCN(CC)S(=O)(=O)c1cc(C(=O)Nc2cccc(O)c2)ccc1Cl	-27
CC(C)c1ccc(C=NCCCO)cc1	-5
c1ccc(-c2noc(C(c3ccccc3)c3ccccc3)n2)cc1	-2
CCc1c(C)c2ccc(OCC(C)=O)c(C)c2oc1=O	4
Cc1ccc(N(Cc2ccc(C(=O)N3CCCCC3)cc2)S(C)(=O)=O)cc1C	-8
CCOc1ccccc1NC(=O)c1c(NC(=O)c2cccs2)sc2c1CCC(C)C2 (centres undefined)	-10
CCOC(=O)c1c(NC(=O)CNC(C)C)sc2c1CCC2	-10
O=C(NC(=S)Nc1ccccc1O)c1ccccc1	-16
Cc1cc([N+](=O)[O-])ccc1-c1ccc(C(=O)Nc2ccc(Cl)cc2)o1	-21
CN1CCN(CCOCCOc2ccccc2Br)CC1	-4
O=C1CC(N2CCN(c3ccccc3)CC2)C(=O)N1CCc1ccccc1 (centres undefined)	-35
CCCC1=NN2C(=N)/C(=C/c3ccc(-c4ccc([N+](=O)[O-])cc4Br)o3)C(=O)N=C2S1	111*
O=C1c2ccccc2C(=O)N1CSc1nc(-c2ccccc2)cc(-c2ccccc2)n1	-15
Cc1cc2c(cc1C)NC(CC(=O)Nc1ccc(F)cc1)C(=O)N2 (centres undefined)	27
O=c1oc2ccccc2c2c1nnn2CCN1CCCCC1	4
Cc1ccc(C(=O)N2CCN(c3ccc(Cl)cc3[N+](=O)[O-])CC2)cc1	-4
CCc1cccc(CC)c1NC(=O)c1cccnc1	4
O=C(NNC(=O)C(c1ccccc1)c1ccccc1)c1ccc(Cl)cc1	-8
Cc1ccc2nc(NC(=O)c3ccccc3Br)sc2c1	-14
CCOC(=O)CP(=O)(c1ccccc1)c1ccccc1	-27
COc1ccc2[nH]c3c(c2c1)CCn1c-3nc2scc(-c3ccccc3)c2c1=O	-8
O=C(O)CSCc1cccc([N+](=O)[O-])c1	-10
